# RXFP1 ag – activates the human relaxin receptor RXFP1. Potency, µM (series often up to 57.5 µM), without a hit: top-dose activation, hits mostly activators. AID 2676. 370,000 compounds, 0.3% hits. HEK293T-RXFP1 cAMP TR-FRET, 30 min; response scale: percent of porcine relaxin response, buffer zero. Q9HBX9; further: potency means the concentration at half of the fitted maximal effect; on the % scale 0 is the no-effect control and ±100 the full control effect; nearly all actives have a fitted effect of over 60% in size; many of its hits are not listed in these tables
#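 Agonist response is measured as cAMP accumulation in an RXFP1-transfected HEK293T line under PDE4 inhibition. Values are scaled between buffer-only and 29 nM porcine relaxin, and EC50s come from standard Hill equation fits.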
# TrxR1 substrate – is turned over as a substrate by rat TrxR1; 390,000 compounds, 0.01% hits; O89049; purified TrxR1 substrate turnover, NADPH consumption readout; Potency, µM (highest dose often 114 µM), without a hit: at the highest dose activity change, negative = substrate turnover; further: potency means the concentration at half of the fitted maximal effect; on the % scale 0 is the no-effect control and ±100 the full control effect; nearly all actives have a fitted effect of over 50% in size
#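 Rat TrxR1, dispensed at 90 nM, was prereduced with 400 uM NADPH (final) for 5 min at ~22 deg C, then incubated with compound 15 min before 400 uM selenite. A first-read NADPH fluorescence drop versus no-compound background flagged substrates.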
# Vif-A3F inh – blocks the Vif interaction with APOBEC3F; 390,000 compounds, 0.2% hits; HeLa A3F-eYFP + Vif (tagged APOBEC3F with the HIV-1 protein that degrades it), YFP fluorescence increase; Potency, µM (series often up to 46.1 µM), without a hit: at the highest dose activity, negative = active; further: potency means the concentration at half of the fitted maximal effect; % of control where 0% means no effect; nearly all actives have a fitted effect of over 65% in size
#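 HeLa cells stably expressing Vif plus C-terminally eYFP-tagged A3F were seeded, incubated overnight at 37 deg C, dosed with compound, incubated overnight again at 37 deg C. Yellow fluorescence (Ex 488/Em 500-530) reported blocked Vif-mediated A3F-eYFP degradation.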
# Glioma ERSR ind – ER stress response induction in glioma | U87-MG GRP78 promoter luciferase reporter, 16 h | Potency, µM, for the others: top-dose activation, usual class: activators | 420,000 compounds, 0.02% hits | AID 602332; further: potency means the concentration at half of the fitted maximal effect; series mostly up to about 76 µM; % of control where 0% means no effect; nearly all actives have a fitted effect of over 35% in size
#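 Stably transfected U87-MG human glioma cells carrying a GRP78-based luminescent sensor were seeded at 1000 cells/well, pin-dosed with compounds and incubated 16 h. Luciferase reagent was then added, and end-point luminescence was read after 10 min at room temperature.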
# mIDH1 inhibitor – blocks human mutant IDH1 R132H enzyme; O75874; IDH1-R132H enzyme, NADPH consumption, diaphorase/resazurin fluorescence; Potency, µM (series often up to 76.6 µM), inactives show top-dose activity change, negative = inhibition, hits mostly inhibitors; 390,000 compounds, 0.093% hits; AID 602179; further: potency means the concentration at half of the fitted maximal effect; on the % scale 0 is the no-effect control and ±100 the full control effect; nearly all actives have a fitted effect of over 65% in size
#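 IDH1-R132H (0.5 ug/mL) preincubated 30 min with compound, then NADPH (0.016 mM) and alpha-KG (2 mM) added; 80 min at RT, pH 7.5. Remaining NADPH coupled via diaphorase/resazurin to fluorescence (540/590 nm); concentration-response curves normalized to no-enzyme control.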
# LDHA block – LDHA (human) enzyme inhibition; AID 1347041; purified LDHA, NADH/diaphorase-resazurin fluorescence; stronger effect = lower value; activity change, % (values are at about 110 or 230 µM); 480,000 compounds, 0.15% hits; P00338; in the data active means activity change below about -30%; inconclusive means mostly about -25% to -30%;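 further: plate controls were DMSO wells for no effect and wells without enzyme for full effect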
#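 Human LDH5 at 2 nM final in Tris HCl pH 7.4 with 0.06 mM NADH and 0.2 mM pyruvate, reacted 5 minutes at room temperature. Remaining NADH coupled via diaphorase/resazurin; resorufin fluorescence read at 0 and 20 minutes, normalized to enzyme-free and DMSO wells.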
# PI4K2A inh – PI4K2A (human) kinase inhibition | 420,000 compounds, 0.13% hits | purified PI4K2A, ADP-Glo luminescence, 1 h; stronger effect = lower value | activity change, negative = inhibition, % at 76.9 µM; in the data active means activity change below about -50%; inconclusive means mostly about -30% to -49%;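 further: -100% = wells without enzyme as full effect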
# Target sequence (Q9BTU6 whole entry, looked up): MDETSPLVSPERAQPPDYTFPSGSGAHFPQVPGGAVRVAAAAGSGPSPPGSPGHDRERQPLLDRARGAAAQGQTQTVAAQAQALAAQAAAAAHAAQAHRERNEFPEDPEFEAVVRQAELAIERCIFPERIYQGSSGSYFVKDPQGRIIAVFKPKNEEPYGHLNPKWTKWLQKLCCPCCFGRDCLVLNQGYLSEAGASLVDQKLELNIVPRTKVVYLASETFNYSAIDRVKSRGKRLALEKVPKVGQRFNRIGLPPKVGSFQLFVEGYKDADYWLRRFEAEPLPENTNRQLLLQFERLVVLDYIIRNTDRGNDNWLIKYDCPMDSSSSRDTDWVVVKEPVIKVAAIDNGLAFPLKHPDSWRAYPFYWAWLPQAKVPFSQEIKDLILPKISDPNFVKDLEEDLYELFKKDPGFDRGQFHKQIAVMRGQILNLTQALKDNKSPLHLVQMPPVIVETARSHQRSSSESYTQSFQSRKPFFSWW
#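 In this quantitative HTS, ADP production by PI4K2A was quantified luminescently after 1 h at ambient temperature; 100 microM adenosine served as plate-quality control.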
# USP1 inh – inhibitors of human USP1/UAF1 deubiquitinase; O94782; Potency, µM (doses to about 57.1 µM), without a hit: at the top dose activity change, negative = inhibition, hits mostly inhibitors; recombinant USP1/UAF1, Ub-Rhodamine cleavage fluorescence; 390,000 compounds, 0.23% hits; further: potency means the concentration at half of the fitted maximal effect; on the % scale 0 is the no-effect control and ±100 the full control effect; nearly all actives have a fitted effect of over 60% in size; inactives centre near -12
#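 High-throughput fluorogenic screen: 1nM USP1/UAF1 complex, Ub-Rho substrate 150nM final, 50mM HEPES pH 7.8 with 0.5mM EDTA, 0.1 mg/ml BSA, 1mM TCEP and 0.01% Tween-20.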
# Vif-APOBEC3G blk – inhibitors of Vif-APOBEC3G interaction. HeLa A3G-eYFP + Vif (tagged APOBEC3G with the HIV-1 protein that degrades it), YFP fluorescence, overnight. Q9HC16. Potency, µM (series often up to 46.1 µM), inactives show at the highest dose activity, negative = active, usual class: inhibitors. 410,000 compounds, 0.076% hits. AID 602310;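 further: potency means the concentration at half of the fitted maximal effect; on the % scale 0 is the no-effect control and ±100 the full control effect; nearly all actives have a fitted effect of over 60% in size; hits raise eYFP signal because A3G escapes Vif-driven loss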
# Target sequence (Q9HC16 whole entry, looked up): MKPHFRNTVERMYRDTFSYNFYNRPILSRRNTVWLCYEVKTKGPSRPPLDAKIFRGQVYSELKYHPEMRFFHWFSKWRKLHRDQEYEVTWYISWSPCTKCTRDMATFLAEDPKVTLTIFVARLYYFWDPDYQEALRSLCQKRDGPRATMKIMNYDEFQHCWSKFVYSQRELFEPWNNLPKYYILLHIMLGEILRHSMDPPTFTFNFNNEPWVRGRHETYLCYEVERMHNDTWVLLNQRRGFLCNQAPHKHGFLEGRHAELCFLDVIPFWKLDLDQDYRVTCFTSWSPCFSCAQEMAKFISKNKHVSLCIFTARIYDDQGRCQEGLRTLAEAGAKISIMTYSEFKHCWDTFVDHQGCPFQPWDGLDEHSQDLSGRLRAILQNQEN
#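 Read-out is eYFP fluorescence (Ex 488/Em 500-530) from Vif-expressing HeLa A3G-eYFP cells; more signal means A3G escaped Vif-mediated degradation. Cells plated overnight, compound pinned in, incubated overnight at 37 deg C.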
# * marks the source's active call; other numbers are inactive results; ? = inconclusive; / = not tested or not shown; [ ] = remark or other dose. Unless noted, the call rests on the fitted dose curve; in most records, active means well fitted curve in the direction sought with a large enough effect; inconclusive means small, poorly fitted or top-dose-only effect, or another doubt; inactive means no such curve, though single readings can be large; an effect the other way counts as inactive or inconclusive. These rows are one share of the data. The share of hits here may be higher or lower than overall.
Compound	USP1 inh	TrxR1 substrate	Vif-APOBEC3G blk	PI4K2A inh	mIDH1 inhibitor	LDHA block	Glioma ERSR ind	RXFP1 ag	Vif-A3F inh
Cn1cc(S(=O)(=O)Nc2ccc3c(c2)OCCO3)cn1	-7%	10%[57.1 µM]	0%	-2	1%	-5	-5%	1.6%	-1%
C=CCNc1nc(-c2ccc([N+](=O)[O-])cc2)cs1	-20%	-8%	-30%	0	4%	-3	7%	2.2%	-5%
COc1c(NC(C)=O)c2c(c([N+](=O)[O-])c1OC)C(=O)OC2	?	-7%	-7%	3	3%	-3	-4%	/	-1%
CC(c1ccc2c(c1)OCO2)n1c(=S)[nH]c2ccccc2c1=O (stereo not drawn)	-22%	-7%	-4%	6	1%	-3	-5%	-0.5%	-19%
Cc1cccc(C)c1OCc1cc(C(=O)N(C)Cc2nc3ccccc3[nH]2)no1	-13%	4%	-3%	-3	8%	6	-1%	0.9%	1%
O=C(COc1ccc([N+](=O)[O-])cc1)N/N=C/c1cc([N+](=O)[O-])ccc1N1CCOCC1	-22%	-16%	0%	-4	1%	-3	-3%	0.2%	2%
CCN1C(=O)[C@H]2[C@@H](c3ccc(OC)cc3)N3C(=O)CN(CCOC)C(=O)[C@@]3(C)[C@H]2C1=O	-27%	3%[57.1 µM]	0%	-2	-10%	3	-5%	-0.5%	5%
COc1ccccc1CNC(=O)CN1C(=O)C(C)N(c2ccc(C)cc2)C1=O (stereo not drawn)	1%	1%	2%	-2	-4%	-5	0%	2.3%	/
CON/C=C(\C=Nc1ccccc1)c1ncc(C(F)(F)F)cc1Cl	-25%	-10%	3%	7	2%	-11	0%	1.0%	-3%
O=C1C(=O)N(Cc2cccnc2)C(c2ccccn2)/C1=C(/O)c1ccccc1 (stereo not drawn)	-13%	-15%	-8%	-6	4%	5	-3%	1.2%	4%
CCOC(=O)N1CCN(C(=O)CN(c2cccc(Cl)c2C)S(=O)(=O)c2ccc(C)cc2)CC1	-15%	-12%	1%	0	14%	4	0%	-2.1%	10%
C=CCN(c1ccccc1)S(=O)(=O)c1cccc(C(=O)Oc2ccc3c(C)cc(=O)oc3c2)c1	-13%	50%[activator][57.1 µM]	-11%	-3	3%	-3	-1%	2.9%	1%
Cc1ccc(CNC(=O)c2c(-c3ccc(Br)cc3)noc2C)o1	0%	1%[57.1 µM]	3%	-3	12%	-5	-4%	0.2%	-4%
CC(C)(C)n1nnnc1C(c1cccc(C#N)c1)N1CCCc2ccccc21 (stereo not drawn)	-22%	8%[57.1 µM]	3%	0	0%	-2	-4%	-0.6%	4%
O=C(NCc1ccccc1)N1CCN(CCO)CC1	-17%	4%	-2%	-3	1%	-3	1%	/	3%
Cc1nn(Cc2ccccc2Cl)c(C)c1NC(=O)CCCn1nc([N+](=O)[O-])c(Cl)c1C	-15%	-6%	-1%	-1	6%	4	-3%	-1.2%	3%
CSc1nc(N)nc(SCC(=O)Nc2ccc(Cl)cc2)c1C#N	-10%	2%[57.1 µM]	1%	2	0%	-3	9%	-2.1%	-5%
CC1=C([N+](=O)[O-])C(c2ccccc2)NC(=O)N1 (stereo not drawn)	-24%	-5%	1%	-6	-4%	-8	-1%	0.6%	1%
CC1(NC(=O)CN2CCN(c3cnn(-c4ccccc4)c(=O)c3Cl)CC2)CCS(=O)(=O)C1 (stereo not drawn)	-13%	1%	1%	-4	7%	3	-3%	1.4%	-4%
CS(=O)(=O)N1CCN(C(=O)CCc2ccccc2)CC1	-17%	7%[57.1 µM]	0%	-2	-2%	-10	-5%	-1.5%	0%
O=C(NCCc1c[nH]c2ccccc12)C(=O)NCC1CCCO1 (stereo not drawn)	-17%	8%[57.1 µM]	0%	3	-3%	-5	-1%	-0.7%	-14%
Nc1[nH]nc2ncc3cc4ccccc4nc3c12	-12%	-9%[57.1 µM]	-1%	-10	15%	8	0%	0.4%	-1%
Cc1cccc(Cn2c(C)nc3c(N)c(C)c(C)cc32)c1	-8%	3%[57.1 µM]	-2%	4	9%	5	-3%	-0.6%	9%
CCc1cc(C(=O)O)c(NC(=O)C(c2ccccc2)c2ccccc2)s1	-25%	6%[57.1 µM]	-1%	-4	1%	3	7%	-1.8%	5%
CCc1ccc(NC(=O)C(C)n2nc(C)c([N+](=O)[O-])c2C)cc1 (stereo not drawn)	-12%	-12%[57.1 µM]	-5%	4	10%	-3	-3%	0.1%	2%
c1ccc(-c2ccc(C3=Nn4c(nnc4-c4cc(-c5ccccc5)n[nH]4)SC3)cc2)cc1	-3%	1%	0%	-1	-3%	1	-4%	0.9%	-8%
CCc1cc(-c2nnc(SCC(=O)NC3CC3)n2C)cs1	-16%	3%	-2%	1	-1%	-7	0%	0.2%	3%
O=C(NCCCNC(=O)c1cnccn1)c1cccc(F)c1	?	-2%	1%	1	0%	-11	-3%	0.1%	4%
N#Cc1ccccc1CSc1nc(N2CCCCC2)nc(N2CCCCC2)n1	-9%	8%[57.1 µM]	2%	1	1%	-3	-4%	-0.2%	-4%
CCCC1CC(C(=O)Nc2ccccc2)C(=O)O1 (stereo not drawn)	-3%	4%[57.1 µM]	-1%	-1	-4%	-21	-9%	/	5%
CCOC(=O)N1CCN(c2cc(N3CCN(CC)CC3)c(F)cc2[N+](=O)[O-])CC1C (stereo not drawn)	-13%	2%	3%	2	8%	8	-4%	1.7%	-3%
Cn1c(=O)c2c(-c3ccccc3)n(Cc3ccccn3)cc2n(C)c1=O	1%	-2%	1%	0	3%	2	-1%	1.7%	2%
O=c1c(C(c2ccc(F)cc2)c2c(O)nc3n(c2=O)CCS3)c(O)nc2n1CCS2	?	6%[57.1 µM]	1%	-1	3%	-3	-2%	11%	-2%
Nc1cc(N)cc(C(=O)Nc2ccc3c(c2)C(=O)NC3=O)c1	-6%	2%	-1%	-1	17%	-4	-8%	-3.8%	0%
Cc1noc(C)c1COc1cccc(C(=O)N2CCc3ccccc32)c1	0%	3%[57.1 µM]	-1%	5	-1%	2	3%	-2.1%	-12%
Cc1ccc(NC(=O)C(C)OC(=O)Cc2c[nH]c3ccccc23)cc1S(=O)(=O)N1CCOCC1 (stereo not drawn)	-20%	-3%	-1%	0	8%	3	-4%	-0.2%	1%
CCC(C)(C)NC(=O)C(c1ccccc1F)N(C(=O)c1ccn[nH]1)c1ccccc1 (stereo not drawn)	-17%	-9%	0%	-4	-13%	-2	-6%	2.6%	-4%
COc1cccc(CN2CCc3[nH]c(=S)[nH]c(=O)c3C2)c1	-22%	2%	-6%	8	7%	-2	-1%	5.5%	-5%
CC(C)(C)OC(=O)N1CCc2onc(-c3ccccc3F)c2C1=O	8%	/	0%	-2	-1%	0	-3%	/	0%
Cc1cc(NC(=O)C2CCCCC2)ncc1NC(=O)c1ccccn1	-25%	5%	-2%	-2	19%	0	1%	-1.0%	3%
O=C(NCc1cccnc1)C1CCCN1S(=O)(=O)c1ccc(Cl)cc1 (stereo not drawn)	-19%	5%	-2%	-3	5%	-1	-1%	0.2%	-8%
CC(C)c1cc(C(=O)N/N=C/c2ccoc2)cs1	?	6%	-9%	3	-6%	-1	0%	-2.1%	5%
CCC(=O)Nc1c(-c2ccc(C)cc2)nc2ccc(C)cn12	-5%	14%[57.1 µM]	2%	-21	10%	1	2%	-0.6%	7%
CCNC(=O)NC(=O)C(C)OC(=O)Cc1coc2cc3c(cc12)CCC3 (stereo not drawn)	-10%	-4%	-6%	7	-1%	-1	-1%	1.7%	-15%
CSc1nccc(N/N=C/c2ccccc2)n1	-10%	-4%	-3%	-9	14%	-17	-5%	-1.3%	-4%
Cc1cc(C)c(N2C(=O)CC(Sc3ccccc3N)C2=O)c(C)c1 (stereo not drawn)	-19%	/	?	-5	16%	4	1%	/	-8%
CCOC(=O)c1c(NC(=O)c2cc(=O)c3ccc(C)cc3o2)sc(C)c1C	-6%	1%	-1%	-1	15%	0	-2%	-0.9%	-5%
Cc1cc(C(=O)N2CCC2(C)C(=O)O)nn1C(C)(C)C (stereo not drawn)	/	/	0%	1	/	-8	-1%	/	/
Cc1nc(NCCc2ccc(S(N)(=O)=O)cc2)c2c3c(sc2n1)CCC3	-15%	1%	-3%	-3	16%	-8	-2%	-0.8%	0%
Cc1ccccc1-n1ccnc1SCC(=O)NCc1ccco1	-14%	6%[57.1 µM]	2%	0	-8%	-6	0%	0.8%	5%

# One compound at a time, as listed above. Order of values: USP1 inh, TrxR1 substrate, Vif-APOBEC3G blk, PI4K2A inh, mIDH1 inhibitor, LDHA block, Glioma ERSR ind, RXFP1 ag, Vif-A3F inh
# `Cc1cc(C(=O)N2CCC2(C)C(=O)O)nn1C(C)(C)C` (stereo not drawn) across the screens: /, /, 0%, 1, /, -8, -1%, /, /
# `CC1(NC(=O)CN2CCN(c3cnn(-c4ccccc4)c(=O)c3Cl)CC2)CCS(=O)(=O)C1` (stereo not drawn) across the screens: -13%, 1%, 1%, -4, 7%, 3, -3%, 1.4%, -4%

# Single entries from the results shown:
# Cc1cc(C)c(N2C(=O)CC(Sc3ccccc3N)C2=O)c(C)c1 (stereo not drawn) – Glioma ERSR ind = 1%
# CC(C)c1cc(C(=O)N/N=C/c2ccoc2)cs1 – Vif-A3F inh = 5%
